GPR151 ag = activators of human GPR151 | activation, % at 11.2 µM | hit rate 1% among 650,000 | AID 1508602 | PathHunter beta-arrestin GPR151 cells, luminescence | Q8TDV0; in the data active means activation above about 4.9%;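 further: 0% = median of compound wells and 100% = cells with positive control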
Target sequence (Q8TDV0 whole entry, looked up): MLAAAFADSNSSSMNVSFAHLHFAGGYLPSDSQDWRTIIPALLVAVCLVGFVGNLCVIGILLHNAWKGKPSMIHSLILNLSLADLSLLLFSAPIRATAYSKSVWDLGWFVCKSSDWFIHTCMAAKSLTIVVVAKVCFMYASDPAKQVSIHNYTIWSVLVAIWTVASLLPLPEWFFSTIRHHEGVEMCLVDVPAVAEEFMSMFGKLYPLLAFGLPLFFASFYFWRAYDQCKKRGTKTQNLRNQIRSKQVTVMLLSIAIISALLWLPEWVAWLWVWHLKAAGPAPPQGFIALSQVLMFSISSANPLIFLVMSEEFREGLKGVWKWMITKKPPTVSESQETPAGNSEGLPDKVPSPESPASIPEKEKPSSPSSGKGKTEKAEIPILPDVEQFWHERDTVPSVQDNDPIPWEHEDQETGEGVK
FBW7 act = activators of human E3 ligase FBW7; Q969H0; AlphaScreen FBW7–phospho-cyclin E peptide binding, activator screen; normalized activity (activation), % at 26.1 µM; hit rate 0.13% among 650,000; AID 1259310; in the data active means normalized activity above about 1.9%;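 further: purified mutant Fbw7 with reduced substrate affinity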
MITF primary = inhibitors of human MITF; inhibition, % at 2.6 µM; O75030; AlphaScreen MITF homodimerization, bead proximity signal; hit rate 0.91% among 650,000; in the data active means inhibition above about 50%;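 further: 0% = vehicle wells with protein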
Target sequence (O75030 whole entry, looked up): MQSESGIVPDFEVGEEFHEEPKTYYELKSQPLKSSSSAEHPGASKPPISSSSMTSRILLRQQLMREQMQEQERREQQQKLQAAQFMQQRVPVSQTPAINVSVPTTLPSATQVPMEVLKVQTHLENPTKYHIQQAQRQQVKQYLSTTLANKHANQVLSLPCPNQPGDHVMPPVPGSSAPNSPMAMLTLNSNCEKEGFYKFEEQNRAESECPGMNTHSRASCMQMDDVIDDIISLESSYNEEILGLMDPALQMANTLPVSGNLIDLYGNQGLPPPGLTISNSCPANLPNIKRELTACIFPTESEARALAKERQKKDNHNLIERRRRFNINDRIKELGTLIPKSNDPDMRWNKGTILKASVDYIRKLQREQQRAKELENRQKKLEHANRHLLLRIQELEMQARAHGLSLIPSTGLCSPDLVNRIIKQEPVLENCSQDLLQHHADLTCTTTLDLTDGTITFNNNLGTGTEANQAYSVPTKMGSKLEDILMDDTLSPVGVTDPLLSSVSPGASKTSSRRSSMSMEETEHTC
TEAD-YAP inh = TEAD-YAP interaction inhibition | inhibition, % at 9.12 µM | hit rate 1.4% among 640,000 | HEK-TIYL cells, TEAD-Gal4/YAP UAS-luciferase luminescence; in the data active means inhibition above about 32%;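 further: 0% = median of test compound wells and 100% = reference inhibitor wells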
* = called active by the depositor; . = no result given.

| Structure | GPR151 ag | FBW7 act | MITF primary | TEAD-YAP inh |
| --- | --- | --- | --- | --- |
| O=S1(=O)N=C(N/N=C/c2ccc(Br)o2)c2ccccc21 | -1.1 | -0.2 | -12 | 5 |
| CCOc1cc(/C=N/NC(=O)c2ccccc2[N+](=O)[O-])ccc1O | -0.1 | 0.2 | 3 | 4 |
| COc1ccc(C2CC(C(F)(F)F)n3nc(C(=O)Nc4cc(Cl)ccc4OC)cc3N2)cc1 (stereo unspecified) | -1.0 | 0.2 | 9 | -6 |
| CCOc1ccc(C2C3=C(CCCC3=O)N(C)C3=C2C(=O)CCC3)cc1OCC | -0.7 | 0.0 | 21 | -19 |
| O=C(CSc1nnc(NC(=O)Cc2ccccc2)s1)Nc1nccs1 | 1.6 | 0.0 | 7 | -2 |
| O=C1CCCN1CCCNc1nc(NCCCN2CCCC2=O)c2ncn(CCN3CCCC3=O)c2n1 | -1.6 | 0.0 | 10 | -9 |
| CCC(C)NC(=O)c1ccc2c(=O)n(Cc3ccc(Cl)cc3)c(=S)[nH]c2c1 (stereo unspecified) | 2.4 | 0.0 | 9 | 12 |
| CCOc1ccc(NC(=O)CCC(=O)n2nc(C)cc2C)cc1 | 0.3 | -0.1 | -2 | 4 |
| CC(C(=O)O)N1C(=O)C2CC=CCC2C1=O (stereo unspecified) | -0.1 | 0.0 | -9 | -2 |
| CCC(C)n1c(N(C)Cc2ccccc2)nc2c1c(=O)[nH]c(=O)n2C (stereo unspecified) | 0.0 | -0.2 | -3 | 50* |
| CCCC(NC(=O)c1ccccc1)c1ccccc1 (stereo unspecified) | 0.1 | 0.1 | 3 | -3 |
| NC(=O)c1ccccc1NC(=O)/C=C/c1cccs1 | 0.4 | -0.1 | 5 | -62 |
| COc1ccc(C(=O)COc2ccc(NC(=O)c3cccc([N+](=O)[O-])c3)cc2)cc1 | -0.2 | 0.1 | -3 | 1 |
| COC(=O)C1CC(=O)N(Cc2ccc3ccccc3c2)C12CCN(Cc1ccc(C)o1)CC2 (stereo unspecified) | -0.3 | 0.1 | -3 | 5 |
| Cc1nn(C)cc1CN1C(=O)CCC1CCNCc1cccc(C(F)(F)F)c1 (stereo unspecified) | -1.1 | -0.1 | 1 | 5 |
| CN1CCN(S(=O)(=O)c2ccc(C(=O)NC3(c4cccc(F)c4)CCCC3)cc2)CC1 | -0.3 | -0.1 | -2 | -2 |
| COc1cccc(/C=C2/SC(=S)N(CC(=O)Nc3nccs3)C2=O)c1 | 0.8 | -0.1 | 1 | 16 |
| COc1ccc(C(=S)N2CCN(C)CC2)cc1 | -2.3 | 0.0 | -13 | 0 |
| CC(C)(C)NC(=O)CN(C(=O)CN1C(=O)C(=O)c2ccccc21)C(C)(C)C | -0.1 | -0.1 | 5 | 20 |
| CC(=O)N1CCCc2cc(S(=O)(=O)NC(C(=O)NCc3ccccc3)C(C)C)ccc21 (stereo unspecified) | 0.3 | 0.0 | -1 | -2 |
| Cc1ccc(-n2nc3c(c2NC(=O)c2cc(C)cc(C)c2)CS(=O)(=O)C3)cc1 | -0.3 | -0.1 | -15 | -1 |
| O=C(CS(=O)(=O)c1ccc(C(F)(F)F)cc1[N+](=O)[O-])OCC(F)(F)C(F)F | 0.0 | -0.1 | 1 | 2 |
| COc1ccc(-c2nnc(SCC(N)=O)n2-c2ccc(Cl)cc2)cc1 | -1.1 | -0.2 | 15 | -2 |
| COC(=O)c1ccc(NC(=O)CN(Cc2ccc(Cl)cc2)S(C)(=O)=O)cc1 | 2.3 | 0.5 | 1 | 4 |

Some of the entries above, set out differently:
Values in the order – GPR151 ag, FBW7 act, MITF primary, TEAD-YAP inh
CCOc1ccc(NC(=O)CCC(=O)n2nc(C)cc2C)cc1
  0.3, -0.1, -2, 4
CC(C(=O)O)N1C(=O)C2CC=CCC2C1=O (stereo unspecified)
  -0.1, 0.0, -9, -2
CCC(C)n1c(N(C)Cc2ccccc2)nc2c1c(=O)[nH]c(=O)n2C (stereo unspecified)
  0.0, -0.2, -3, 50*
CCCC(NC(=O)c1ccccc1)c1ccccc1 (stereo unspecified)
  0.1, 0.1, 3, -3
NC(=O)c1ccccc1NC(=O)/C=C/c1cccs1
  0.4, -0.1, 5, -62
COc1ccc(C(=O)COc2ccc(NC(=O)c3cccc([N+](=O)[O-])c3)cc2)cc1
  -0.2, 0.1, -3, 1
COC(=O)C1CC(=O)N(Cc2ccc3ccccc3c2)C12CCN(Cc1ccc(C)o1)CC2 (stereo unspecified)
  -0.3, 0.1, -3, 5

(listing goes on)
| Structure | GPR151 ag | FBW7 act | MITF primary | TEAD-YAP inh |
| --- | --- | --- | --- | --- |
| N#Cc1c(-c2ccc(Cl)cc2)nc2n(c1=O)CCCS2 | -1.8 | -0.1 | -4 | 4 |
| COc1ccc2nc(-c3ccc(NS(=O)(=O)c4cc(Cl)ccc4OC)cc3)cn2n1 | 2.2 | 0.1 | 8 | -42 |
| COc1cc(OC)c(OC)cc1CN1CCN(S(=O)(=O)c2ccc(F)cc2)CC1 | 0.0 | 0.1 | 30 | -5 |
| COc1ccc(OC)c(NC2=NC3(CCCCC3)N=C(N)N2)c1 | -0.5 | -0.1 | -6 | -8 |
| CCOc1ccccc1NC(=O)Nc1ccccc1C | 1.3 | 0.0 | 6 | -3 |
| O=C(CCCCn1c(=O)[nH]c2ccsc2c1=O)Nc1ccccc1 | -1.1 | 0.1 | 11 | 12 |
| N#Cc1ccsc1NC(=O)Cc1c(F)cccc1Cl | 0.1 | 0.4 | 11 | 3 |
| Cc1ccc(S(=O)(=O)CCC(=O)Nc2nc3ccccc3s2)cc1 | -0.1 | 0.1 | -6 | -7 |
| C/C(=N\Nc1nc(C)cc(C)n1)c1ccc(N2CCOCC2)cc1 | 0.3 | -0.1 | 14 | -12 |
| CC(C)CNC(=O)C1CC(Cc2cccc3ccccc23)=NO1 (stereo unspecified) | -0.9 | 0.7 | 14 | -78 |
| O=C1c2ccccc2C(=O)N1CC1c2ccccc2CCN1C(=O)CCN1C(=O)C2C3C=CC(C3)C2C1=O (stereo unspecified) | -0.1 | 0.0 | -7 | 2 |
| COc1cc(/C=C2/C(=N)N3N=C(C(C)C)SC3=NC2=O)cc(Cl)c1OCCOc1cc(C)cc(C)c1 | -2.8 | 0.0 | -12 | -13 |
| O=c1[nH]c(NCCCO)nc2c1C1(CCCCC1)Cc1ccccc1-2 | -0.6 | -0.1 | 13 | -4 |
| CC(=O)Nc1nc2cc([N+](=O)[O-])ccc2s1 | 0.2 | -0.1 | -17 | 2 |
| CC(C)(C)CC(C)(C)NC(=O)/C=C/C(=O)O | 2.4 | 0.0 | -9 | -3 |
| O=C(COC(=O)COc1ccc2c3c(c(=O)oc2c1)CCC3)Nc1ccc(Cl)cn1 | -2.3 | 0.1 | 8 | 1 |
| COc1ccccc1CN1CCNC(=O)C1CC(=O)NC1CCC(O)CC1 (stereo unspecified) | -1.6 | 0.0 | 12 | 0 |
| CC(=O)/C=C\c1nnc2ccccc2c1-c1ccc(C)o1 | -0.8 | -0.7 | 5 | -4 |
| COc1ccc(CNC(=O)c2ccc([N+](=O)[O-])c(C)c2)cc1 | -0.3 | -0.1 | 8 | -8 |
| Cc1ccc(C2=C/C(=C\c3cccn3-c3ccccc3F)C(=O)O2)cc1C | -0.7 | 0.1 | -1 | -2 |
| CC(=O)NCCCc1nc2ccccc2n1C(C)C | 1.7 | -0.1 | 1 | 10 |
| O=C(NC1CC1)C1CCN(c2ccc(Nc3cnccn3)nn2)CC1 | -1.0 | 0.0 | 8 | -4 |
| COc1ccc(CCNc2cc(Nc3ccccn3)ncn2)cc1 | -0.3 | -0.1 | 3 | 11 |
| C[C@H]1COC(=O)[C@@H]2CCCN2C(=O)[C@@H](C)COC(=O)[C@H](Cc2ccccc2)NC1=O | -2.1 | 0.3 | 12 | . |
| COC(=O)COc1ccc2ccccc2c1C1NC(=O)NC(C)=C1C(=O)OC (stereo unspecified) | 0.4 | 0.0 | -2 | 2 |
| O=C(NCc1ccccn1)C(=O)N/N=C/c1ccccc1C(=O)O | -0.2 | 0.0 | 9 | 1 |
| CCc1cccc(N=c2c([N+](=O)[O-])nn(-c3ccc4c(c3)OCCO4)n2O)c1 | -0.9 | -0.2 | -3 | 2 |
| CSc1cccc(NC(=O)c2nccnc2C(=O)O)c1 | 3.2 | 0.2 | 7 | -1 |
| Nc1nonc1OCCCNc1ccc([N+](=O)[O-])cc1 | 0.2 | 0.1 | 10 | 20 |
| CC(=O)n1c(=O)oc2ccccc21 | -1.5 | 0.4 | 14 | -13 |
| C=CCNC(=O)CSc1nnc(-c2ccc(F)cc2)o1 | -0.5 | 0.8 | 11 | -26 |
| Cc1cccc(C)c1NC(=O)c1snc2c(=O)[nH]cnc12 | 1.0 | -0.1 | 23 | -5 |
| CCN1CCN(c2ncnc3c2nnn3Cc2ccccc2)CC1 | 0.2 | -0.1 | 9 | 2 |
| O=C(/C(C=Nc1ccc(F)cc1)=C(/O)c1ccco1)C(F)(F)F | -2.5 | -0.1 | 6 | -14 |
| O=C1c2ccccc2S(=O)(=O)NN1Cc1ncc(-c2ccccc2)o1 | -0.9 | -0.1 | -2 | -19 |
| C=CCOc1ccc(/C(O)=C2/C(=O)C(=O)N(CCCN3CCOCC3)C2c2ccc(C(C)(C)C)cc2)c(C)c1 (stereo unspecified) | 1.0 | 0.1 | 19 | 6 |

Nothing new here: an excerpt of the list.
| Structure | GPR151 ag | FBW7 act | MITF primary | TEAD-YAP inh |
| --- | --- | --- | --- | --- |
| Nc1nonc1OCCCNc1ccc([N+](=O)[O-])cc1 | 0.2 | 0.1 | 10 | 20 |
| CC(=O)n1c(=O)oc2ccccc21 | -1.5 | 0.4 | 14 | -13 |

The listing continues:
| Structure | GPR151 ag | FBW7 act | MITF primary | TEAD-YAP inh |
| --- | --- | --- | --- | --- |
| CC1(C)CC(=O)CC(O)(C(F)(F)F)O1 (stereo unspecified) | -1.1 | -0.1 | -9 | 0 |
| CC(=O)N1C(=Nc2ccccc2C)SCC1(C)C | 0.3 | 0.5 | 8 | 7 |
| COc1ccc(C2Oc3ccc(Cl)cc3C3CC(c4cccc(OC)c4)=NN32)cc1 (stereo unspecified) | -1.5 | -0.1 | -2 | -56 |
| CC(=O)OC12CC3C(C1C(C)=NN2C(=O)C(=O)N1N=C(C)C2C4C(CC21OC(C)=O)C4(C)C)C3(C)C (stereo unspecified) | 7.8* | -0.1 | -3 | 1 |
| CCOc1ccc(Br)cc1S(=O)(=O)N1CCN(c2ccccc2)CC1 | 0.4 | -0.1 | -9 | -2 |
| Cc1ccccc1NC(=O)CN(c1cccc(Cl)c1Cl)S(C)(=O)=O | -1.5 | 0.0 | 15 | 4 |
| Cc1c(Cl)cccc1NC(=O)C(CC(=O)O)C1CCCO1 (stereo unspecified) | -1.2 | -0.1 | 2 | -1 |
| O=C(Nc1cc(Br)ccc1O)c1noc2c1CCC2 | 1.7 | -0.2 | 42 | -12 |
| CCOC(=O)c1sc2ncnc(NCCCN3CCOCC3)c2c1C | -1.5 | 0.1 | 12 | -21 |
| COc1ccccc1OC(=O)c1ccccc1[N+](=O)[O-] | -0.4 | -0.1 | -6 | 3 |
| C=CCNCc1ccc(OC)c(OC)c1 | 1.3 | 0.0 | -14 | 11 |
| CC1CCCCC1NC(=O)CN1CCC(O)(c2cccnc2)CC1 (stereo unspecified) | -0.6 | 0.0 | 1 | 5 |
| CCCCCC/C(=N\NS(C)(=O)=O)c1ccccc1 | 1.0 | 0.0 | 4 | -6 |
| COc1ccc(C2NC(=S)NC(C)=C2C(=O)Nc2ccccc2C)cc1 (stereo unspecified) | -1.7 | 0.0 | 1 | -11 |
| Cc1ccnc(N2CCC(C(=O)NC(C)C)CC2)n1 | 0.2 | 0.1 | -1 | -3 |
| CN(CC(=O)Nc1cccc(F)c1)CC(=O)Nc1ccccc1Oc1ccccc1 | 3.7 | -0.1 | 70* | -4 |
| COc1ccc(C2CC(c3cc(Cl)ccc3O)=NN2C(C)=O)cc1 (stereo unspecified) | 0.3 | 0.6 | -3 | -3 |
| O=S1(=O)c2cccc3cccc(c23)N1Cc1nnc(-c2ccccc2Br)o1 | -1.5 | 0.0 | 0 | 2 |
| Cc1oc(-c2cccs2)nc1CN1CCN(CC(C)C)C(CCO)C1 (stereo unspecified) | -0.2 | -0.1 | 4 | 6 |
| O=C(CN1C(=O)C2C3CCC(C3)C2C1=O)Nc1ccc(-n2cnnn2)cc1 (stereo unspecified) | 5.1* | -0.2 | 5 | 1 |
| O=C(NCc1ccccn1)c1ccc2ccccc2n1 | -1.1 | 0.1 | 10 | -10 |
| COc1cc(-c2nc(Nc3ccccc3Cl)c3ccccc3n2)cc(OC)c1OC | -0.1 | 0.0 | 9 | 11 |
| COCC(C)NC(=O)C1CC(c2ccccc2F)=NO1 (stereo unspecified) | -0.5 | 0.0 | 5 | -11 |
| COC(=O)c1ccccc1NC(=O)COc1ccc(CC(N)=O)cc1 | -1.2 | 0.6 | -9 | 4 |
| Cc1nnc(N(C(=O)c2cnccn2)c2ccccc2)s1 | -2.1 | -0.2 | -2 | 62* |
| COc1ccc(S(=O)(=O)N2CCC(N3CCCCC3)CC2)cc1OC | 6.3* | 0.0 | -8 | -2 |
| COC(=O)CC[C@@H](C(=O)O)N1C(=O)c2ccccc2C1=O | -0.9 | 0.2 | 3 | 1 |
| CC(=O)Nc1ccc(NC(=O)COC(=O)Cc2cccs2)cc1 | -1.0 | 1.1 | 3 | -6 |
| CCCCC(CC)CNS(=O)(=O)c1ccc(F)cc1 (stereo unspecified) | 3.8 | 0.2 | 7 | 10 |
| CC1=C(C(=O)Nc2ccccc2C)C(c2cccs2)C(C#N)=C(SCC(=O)c2ccc(Br)cc2)N1 (stereo unspecified) | -1.0 | 0.4 | -5 | 1 |
| COc1ccc(CCN2C(=O)NC(C)(C3CCN(Cc4nccs4)CC3)C2=O)cc1 (stereo unspecified) | -0.6 | -0.2 | 5 | -5 |
| CCC(C)NC(=O)c1c(O)nc2ccccn2c1=O (stereo unspecified) | 0.7 | 0.1 | 12 | -9 |

Assay outcomes: PubChem BioAssay, The Scripps Research Institute Molecular Screening Center
